High-throughput results as filed in PubChem.
FBW7 act: FBW7 E3 ligase activators, primary screen, biochemical, AlphaScreen, human | F-box/WD repeat-containing protein 7 (Homo sapiens), Q969H0 | AlphaScreen FBW7–phospho-cyclin E peptide binding, activator screen | normalized activity (activation), % at 26.1 µM | 650,000 compounds, 0.13% hits; in the data active = normalized activity above about 1.9%;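 note: purified mutant Fbw7 with reduced substrate affinity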
GPR151 ag: activators of human GPR151, primary screen, cell-based, PathHunter beta-arrestin, luminescence | G-protein coupled receptor 151 (Homo sapiens), Q8TDV0 | PathHunter beta-arrestin GPR151 cells | activation, % at 11.2 µM | 650,000 compounds, 1% hits; in the data active = activation above about 4.9%;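 note: 0% = median of compound wells and 100% = cells with positive control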
Target sequence (Q8TDV0 whole entry, looked up): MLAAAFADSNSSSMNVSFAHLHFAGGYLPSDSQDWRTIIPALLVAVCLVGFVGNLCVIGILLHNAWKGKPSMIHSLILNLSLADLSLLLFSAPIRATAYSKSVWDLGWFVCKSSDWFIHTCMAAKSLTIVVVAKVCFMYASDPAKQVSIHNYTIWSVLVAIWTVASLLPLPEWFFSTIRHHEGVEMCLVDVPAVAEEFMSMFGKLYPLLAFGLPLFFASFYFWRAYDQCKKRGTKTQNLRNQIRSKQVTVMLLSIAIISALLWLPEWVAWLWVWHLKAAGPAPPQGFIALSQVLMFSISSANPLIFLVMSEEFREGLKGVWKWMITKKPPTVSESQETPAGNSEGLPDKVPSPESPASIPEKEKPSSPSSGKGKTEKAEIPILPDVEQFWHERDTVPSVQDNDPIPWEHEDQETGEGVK
TEAD-YAP inh: TEAD-YAP interaction inhibition, primary screen, TEAD-YAP interaction inhibitor project, luminescence, HEK-TIYL cells; inhibition, % at 9.12 µM; 640,000 compounds, 1.4% hits; AID 1259422, 2018; TEAD-Gal4/YAP UAS-luciferase luminescence; in the data active = inhibition above about 32%;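 note: 0% = median of test compound wells and 100% = reference inhibitor wells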
MITF inh: MITF inhibitors, primary screen, biochemical, AlphaScreen, human; AlphaScreen MITF homodimerization, bead proximity signal; inhibition, % at 2.6 µM; 650,000 compounds, 0.91% hits; AID 1259374, 2018; in the data active = inhibition above about 50%;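 note: 0% = vehicle wells with protein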
Target sequence (O75030 whole entry, looked up): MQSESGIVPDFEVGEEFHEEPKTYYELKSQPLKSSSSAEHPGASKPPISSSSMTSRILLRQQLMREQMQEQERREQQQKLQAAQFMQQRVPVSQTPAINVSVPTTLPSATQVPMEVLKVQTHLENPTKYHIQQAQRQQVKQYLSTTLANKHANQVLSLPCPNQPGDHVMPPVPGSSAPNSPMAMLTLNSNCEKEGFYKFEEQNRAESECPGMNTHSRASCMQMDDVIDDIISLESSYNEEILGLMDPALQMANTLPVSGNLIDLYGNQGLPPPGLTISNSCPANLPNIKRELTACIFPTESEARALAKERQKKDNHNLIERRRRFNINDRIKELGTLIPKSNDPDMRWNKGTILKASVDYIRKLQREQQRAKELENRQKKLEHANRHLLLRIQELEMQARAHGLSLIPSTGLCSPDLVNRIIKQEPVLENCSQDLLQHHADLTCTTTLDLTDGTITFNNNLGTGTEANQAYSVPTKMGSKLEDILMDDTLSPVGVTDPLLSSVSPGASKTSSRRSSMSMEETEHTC
* marks the source's active call; other numbers are inactive results. An unsorted share of the library; overall some 3.4% were active at least once.

SMILES | FBW7 act | GPR151 ag | TEAD-YAP inh | MITF inh
Clc1ccc(C2Nc3ccc(Cl)cc3C3C=CCC32)cc1 (stereo not given) | -0.1 | -0.4 | -2 | 5
CC(C)N(Cc1nc(-c2ccccc2)no1)C(=O)c1ccccc1Br | 0.5 | -1.7 | -11 | 19
CCc1ccc(C(=O)COC(=O)c2cc3ccccc3oc2=O)cc1 | -0.1 | -0.3 | -23 | -33
CCc1nnc2nc(-c3ccc(NC(=O)c4cccnc4)cc3)cn2c1CC | 0.6 | -1.1 | -21 | 20
CSc1nnc(C)c(=O)n1COC(=O)c1c(-c2ccccc2Cl)noc1C | -0.1 | -0.1 | 11 | -10
O=S(=O)(c1cccs1)N1CCCC1 | 0.2 | -0.1 | -3 | 13
S=c1sc2ccccc2n1Cc1ccccc1 | 0.4 | 0.5 | -49 | 0
Cc1cccc(C(=O)N(Cc2cccs2)C2CCS(=O)(=O)C2)c1 (stereo not given) | -0.1 | -0.2 | 2 | 0
Cc1ccc(-n2c(SCC3OCCO3)nc3c(sc(=S)n3-c3ccc(Cl)c(C)c3)c2=O)cc1 | -0.1 | 0.1 | 3 | -1
CC(=O)O[C@@H]1CC2C(C)(C)[C@H](O)C=C[C@]2(C)C2CC[C@@]3(C)[C@H](c4ccoc4)OC(=O)C4OC43[C@@]21C (stereo not given in full) | 0.1 | 0.0 | 5 | 34
O=C(Nc1nc2c(s1)CCCC2)C1CCCO1 (stereo not given) | 0.1 | -1.8 | -67 | 23
Cn1c(=O)c(=O)n(C)c2cc(S(=O)(=O)CCC(=O)Nc3cc(F)ccc3F)ccc21 | -0.2 | 1.4 | -9 | 4
Cc1cccc(-c2nnc(SCC(=O)NCCc3ccccc3)o2)c1 | -0.2 | 2.6 | -2 | 6
CC(C)C(=O)N1CCC(C(=O)c2cccnc2)CC1 | -0.1 | 0.3 | -6 | 5
O=C(Nc1c(C(=O)N2CCCCC2)cnn1-c1ccccc1)c1ccc(Br)cc1 | -0.1 | 0.3 | -2 | -1
COc1ccc(NC(=O)CCS(=O)(=O)c2nc(-c3ccc4c(c3)OCO4)cc(C(F)(F)F)n2)cc1OC | 0.0 | -1.0 | -33 | -3
N#CC1=C(SCC(=O)Nc2ccc([N+](=O)[O-])cc2)NC(=O)CC1c1ccc(F)cc1 (stereo not given) | -0.2 | 2.0 | 9 | 4
O=C(COC(=O)c1c2c(nc3ccccc13)CCC2)c1ccc(F)cc1 | -0.1 | -0.6 | 7 | 0
COc1cccc(Nc2nc(-c3ccccc3Cl)nc3ccccc23)c1 | -0.1 | -0.3 | 28 | 52*
CCOc1ccc(N=C2NC(=O)C(CC(=O)Nc3ccccc3)S2)cc1 (stereo not given) | 0.2 | 2.2 | 10 | 16
COc1cccc(-c2ccc(NC(=O)C3CCCN(C4CCSCC4)C3)cc2)c1 (stereo not given) | -0.2 | 0.7 | 0 | -3
COc1ccc(S(=O)(=O)N2CCCCC2)cc1N | 0.0 | 0.1 | 1 | -12
CC(C)(C)NC(=O)C(=O)N/N=C/c1ccccc1OCc1ccccc1 | -0.2 | 0.4 | -1 | 4
COCCn1nnnc1C(c1cc2cc(OC)ccc2[nH]c1=O)N1CCCCCC1 (stereo not given) | -0.2 | -1.3 | 2 | 3
Cc1cc(=O)nc2c3ccccc3n(CC(=O)NC3CCCc4ccccc43)n12 (stereo not given) | 1.5 | 1.1 | -9 | 5
CC(=O)c1c(C)[nH]c(C(=O)COC(=O)c2cc(C)n(-c3ccccc3)c2C)c1C | 0.1 | 2.0 | 27 | -11
CCCCOc1ccc([N+](=O)[O-])cc1C(N)=O | -0.1 | 0.7 | 1 | -10
COCCn1c(SCC(=O)c2ccccc2)nnc1C(C)C | 0.1 | 0.2 | 3 | 2
CCCCOc1cc(C)cc2oc(=O)cc(-c3ccccc3)c12 | 0.0 | -0.4 | -6 | -4
CC(C)(O)C#Cc1ccc([C@@H]2C[C@H]3CN(Cc4cccnc4)C(=O)[C@]34CCCN24)s1 | 0.0 | -0.4 | -2 | 5
O=C(Nc1cccc(NC(=S)NC(=O)c2ccco2)c1)c1cccc(Cl)c1 | -0.2 | -2.0 | -5 | 1
O=C(c1ccc(-n2c(SCc3cccc(F)c3)nc3ccccc3c2=O)cc1)N1CCOCC1 | 0.1 | -0.9 | -5 | -7
Cc1ccc(-c2nc3ccccc3[nH]2)cc1NC(=O)c1oc(=O)c2ccccc2c1-c1ccccc1 | -0.1 | -0.1 | -9 | 10
OCCC1CN(Cc2ccc(F)cc2F)CCN1Cc1ccc(F)c(F)c1 (stereo not given) | 0.3 | -0.8 | -4 | 17
Cc1ccc(-c2cc(C(=O)NCC3CCCO3)c3ccccc3n2)o1 (stereo not given) | 0.2 | -0.1 | 5 | 12
NC(=O)/C(=C\c1ccc(Br)cc1)NC(=O)c1ccccc1 | 0.3 | 1.0 | 11 | 8
O=C1Nc2cc(Cl)ccc2C1(N1CCNCC1)C(F)(F)F (stereo not given) | -0.1 | -0.7 | 7 | -5
Cn1c(=O)c2ccccc2n2c(SCC(=O)Nc3nccs3)nnc12 | 0.0 | 0.1 | 6 | 2
COc1ccc(-c2nnc(SCC(=O)Nc3c(C)cc(C)cc3C)n2-c2ccccc2)cc1OC | 0.1 | -2.1 | 5 | -7
COc1ccc(N2CC(C(=O)OCC(=O)NCc3ccccc3)CC2=O)cc1 (stereo not given) | -0.1 | 0.3 | 3 | 3
O=C(Nc1ccc(-n2nncc2-c2ccccc2)cc1)c1ccco1 | -0.1 | -0.5 | -4 | 16
Cn1nnnc1SCCNCc1cccnc1 | 0.3 | 1.5 | 7 | 24
Cc1ccc(C2=NN(CC(=O)NCCCN3CCC(C)CC3)C(=O)CC2)cc1 | 0.3 | 0.3 | 7 | 8
c1ccc(C2NCCc3ccccc32)cc1 (stereo not given) | -0.3 | 0.4 | -1 | -15
Clc1cccc2c1nc(-c1ccccc1)n1nnnc21 | 0.4 | -1.1 | 9 | 4
O=C(Nc1cc(F)cc(F)c1)c1ccc(NC2CCCCCC2)c([N+](=O)[O-])c1 | 0.6 | 0.5 | 1 | 7
O=C(OCCN1C(=O)c2cccc3c(N4CCOCC4)ccc(c23)C1=O)c1ccc(S(=O)(=O)N2CCCCC2)cc1 | -0.1 | 0.2 | 4 | 5
CCCCOc1ccc(C(=O)Nc2c3c(nn2-c2ccc(OC)cc2)CS(=O)(=O)C3)cc1 | 0.0 | -0.6 | -8 | 7
O=C(c1ccco1)N1CCN(C/C=C/c2ccccc2)CC1 | 0.0 | 0.7 | -7 | 0
O=C(CCC1CCCN(C(=O)c2ccoc2)C1)NCc1ccc(F)c(F)c1 (stereo not given) | -0.2 | 2.9 | -5 | -8
CCc1cc(CNC(=O)Cn2cc(NC(=O)CCOc3ccccc3)cn2)on1 | -0.2 | 1.4 | -10 | -9
COc1cccc(-n2nnc3c(=O)n(Cc4cccc(C)c4)cnc32)c1 | 0.1 | -0.7 | 0 | -8
CC(=O)Nc1scc(-c2ccccc2)c1C(=O)N1CCOCC1 | 0.0 | 0.0 | -9 | 5
Cc1ccc(-c2nn3c(C)nnc3s2)cc1NC(=O)CC12CC3CC(CC(C3)C1)C2 | 0.2 | -0.3 | 7 | 15
COc1ccc(-n2nc3cc(C)c(NC(=O)c4ccc5ccccc5c4)cc3n2)cc1 | 0.0 | -0.6 | -8 | -3
Cc1ccc(-n2nc3c(c2NC(=O)c2ccc(F)cc2)CSC3)c(C)c1 | 0.0 | 0.8 | -4 | 17
CCCOC(=O)c1ccc(NC(=O)c2ccoc2C)cc1 | 0.4 | -6.6 | -10 | 13
CCOc1cc(C)cc2oc(=O)cc(-c3ccccc3)c12 | -0.1 | -0.7 | -5 | -3
CCc1cc(C(=O)NCc2ccccc2)cs1 | 0.1 | 0.6 | -12 | 20
O=C(C1=C(O)C(=O)N(CCCn2ccnc2)C1c1cccnc1)c1ccco1 (stereo not given) | -0.3 | -0.5 | -1 | 26

New compounds follow.
SMILES | FBW7 act | GPR151 ag | TEAD-YAP inh | MITF inh
CCCCNC(=O)/C(=C/c1ccc(OC)cc1)NC(=O)c1ccc([N+](=O)[O-])cc1 | 0.1 | -0.8 | -5 | 3
CCN(CC)c1c([N+](=O)[O-])ccc2nonc12 | -0.1 | -0.1 | -7 | 15
Cc1ccc(C2CC(C(F)(F)F)n3nc(C(=O)Nc4ccc(OC(F)(F)F)cc4)cc3N2)cc1 (stereo not given) | -0.1 | 0.6 | 8 | -1
CC1(C)O[C@H]2[C@@H](O1)[C@@H](C(=O)O)O[C@@H]1OC(C)(C)O[C@@H]12 | 0.0 | 1.6 | 2 | 12
Cc1cccnc1Nc1nc(-c2cccs2)cs1 | -0.3 | -1.5 | -64 | -6
CN(C)c1ccc(/C=C2/C(=N)N3N=C(C4CCCCC4)SC3=NC2=O)cc1 | 0.0 | -1.4 | -9 | -3
CS(=O)(=O)c1cncnc1C1CCCN(CC(=O)N2CCOCC2)C1 (stereo not given) | 0.0 | -0.4 | 1 | 14
Cc1ccccc1Oc1ccc(S(=O)(=O)NC(CC(C)C)C(=O)O)cc1 (stereo not given) | 0.2 | -1.4 | 3 | 18
CCc1nc2nc(C)cc(NCc3ccc(F)cc3)n2n1 | 0.6 | -0.1 | 1 | -11
CC1(c2ccc3ccccc3c2)NC(=O)N(CC(=O)NC2CCS(=O)(=O)C2)C1=O (stereo not given) | 0.0 | -1.5 | -6 | 23
Cc1cccc(N2C(=O)SC(C)C2=O)c1 (stereo not given) | 0.0 | 1.1 | 5 | -5
O=S(=O)(NCCc1ccccc1)c1ccc(Cl)cc1 | 0.1 | 2.6 | 11 | 9
O=C(c1cc2ccccc2oc1=O)N1CCCCC1 | 0.0 | 0.9 | -13 | -11
COc1cc2c(cc1OC)C(c1ccc(Cl)cc1)OC1=C2C(=O)c2ccccc21 (stereo not given) | 0.0 | 1.5 | 3 | 12
CCN(C(=O)c1cnc2ccccn2c1=O)c1ccccc1 | 0.1 | -0.9 | -2 | -2
CCn1cc(C2N3CC4(C)CN2CC(C)(C3)C4O)c2ccccc21 (stereo not given) | 0.0 | 0.0 | -8 | -8
COc1ccc(C(C(=O)NC(C)(C)C)N(Cc2cccs2)C(=O)c2csnn2)cc1 (stereo not given) | -0.2 | 1.0 | 11 | 1
CC(C)n1cnc2c(NCc3cccc(C(F)(F)F)c3)nc(N3CCN(Cc4ccc5c(c4)OCO5)CC3)nc21 | -0.2 | 0.2 | -4 | 6
Cc1cccc(N2C(=O)c3ccc(Br)cc3C2=O)n1 | 1.4 | -0.4 | -3 | 18
COc1ccccc1Cn1c(=S)[nH]c2cc(C(=O)N3CCN(c4ccc(F)cc4)CC3)ccc2c1=O | 0.2 | -0.3 | 7 | 6

Eleven structures already listed, arranged by length of the SMILES, ascending.
SMILES | FBW7 act | GPR151 ag | TEAD-YAP inh | MITF inh
Cc1cccnc1Nc1nc(-c2cccs2)cs1 | -0.3 | -1.5 | -64 | -6
O=C(c1cc2ccccc2oc1=O)N1CCCCC1 | 0.0 | 0.9 | -13 | -11
CCc1nc2nc(C)cc(NCc3ccc(F)cc3)n2n1 | 0.6 | -0.1 | 1 | -11
Cc1cccc(N2C(=O)c3ccc(Br)cc3C2=O)n1 | 1.4 | -0.4 | -3 | 18
CS(=O)(=O)c1cncnc1C1CCCN(CC(=O)N2CCOCC2)C1 (stereo not given) | 0.0 | -0.4 | 1 | 14
Cc1ccccc1Oc1ccc(S(=O)(=O)NC(CC(C)C)C(=O)O)cc1 (stereo not given) | 0.2 | -1.4 | 3 | 18
CN(C)c1ccc(/C=C2/C(=N)N3N=C(C4CCCCC4)SC3=NC2=O)cc1 | 0.0 | -1.4 | -9 | -3
CC1(c2ccc3ccccc3c2)NC(=O)N(CC(=O)NC2CCS(=O)(=O)C2)C1=O (stereo not given) | 0.0 | -1.5 | -6 | 23
CCCCNC(=O)/C(=C/c1ccc(OC)cc1)NC(=O)c1ccc([N+](=O)[O-])cc1 | 0.1 | -0.8 | -5 | 3
Cc1ccc(C2CC(C(F)(F)F)n3nc(C(=O)Nc4ccc(OC(F)(F)F)cc4)cc3N2)cc1 (stereo not given) | -0.1 | 0.6 | 8 | -1
CC1(C)O[C@H]2[C@@H](O1)[C@@H](C(=O)O)O[C@@H]1OC(C)(C)O[C@@H]12 | 0.0 | 1.6 | 2 | 12

(next part)
SMILES | FBW7 act | GPR151 ag | TEAD-YAP inh | MITF inh
Cc1ccc(C(=O)Nc2sc3c(c2C(N)=O)CC(C)(C)NC3(C)C)c(C)c1 | 0.0 | 1.1 | -7 | -2
Cc1cc(N2CC(=O)N(CCc3ccccc3)C(=O)C2)nc(-n2nc(C)cc2C)n1 | -0.1 | 0.4 | 1 | 2
CCOc1c(Cl)cc(/C=C2/NC(=O)N(CC(=O)Nc3cccc(C)c3)C2=O)cc1OC | 0.0 | 0.0 | -2 | 0
O=C(NCCOc1ccccc1)c1csc(-c2cccs2)n1 | 0.3 | -2.0 | -17 | 20
COc1ccccc1NC(=O)Nc1nnc(SCc2ccccc2F)s1 | 0.1 | -1.3 | -5 | -4
O=C(Cn1c(=O)n(Cc2cccs2)c(=O)c2ccc(Cl)cc21)NCC1CCCO1 (stereo not given) | -0.1 | 2.2 | 6 | 11
Cc1ccc(CNC(=O)/C=C/c2cccs2)cc1 | -0.4 | -0.8 | -29 | -10
CCOc1ccc(C(=O)Nc2cccc(S(N)(=O)=O)c2)cc1Br | 0.1 | -1.0 | 11 | 10
CC(C)C(=O)N1CCN(c2ccc([N+](=O)[O-])c(N3CCOCC3)c2)CC1 | -0.1 | 0.3 | 10 | 1
